High-throughput results: PubChem BioAssay, National Center for Advancing Translational Sciences (NCATS)
IL1B secr inh = inflammasome signaling inhibition, IL-1 beta readout | THP-1 LPS/ATP IL-1B secretion, AlphaLISA, 16 h; active compounds read low | activity change, % at 57.5 µM | 360,000 tested, 4.7% active; in the data active = activity change below about -50%; inconclusive = mostly about -30% to -49%; also: % is scaled to controls: 0 for no effect and ±100 for the full control effect
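Secreted IL-1B measured by AlphaLISA bead assay after 16 h compound exposure of THP-1 cells; compounds (final up to 57.5 uM) added 1 h before LPS (250 ng/mL) and ATP (1.25 mM) stimulation; lower signal means less secretion.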
HepG2 viability = counter-screen for TGF-b inhibitors: cytotoxicity in HepG2 cells. HepG2 CAGA-GFP viability, ATP luminescence, 18 h. Potency, µM (doses to about 46.1 µM), inactives show at the top dose activity change, negative = cytotoxicity, usual class: cytotoxic. 410,000 tested, 0.76% active; also: potency is read from the fitted curve at half-maximal effect; some results filed as inactive show a strong effect at the top dose
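CellTiter-Glo luminescence gave cytotoxicity after 18 hours at 37 degrees C. The cells were HepG2 CAGA-GFP in 1% FBS DMEM, stimulated with 500 pg/mL TGF-beta after compound addition. %Activity was normalised to no-cell wells (complete cell-killing) and DMSO (no toxicity), and curves were fitted and classified.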
HT1080 IDH1KD tx = HT-1080 IDH1 knockdown cell toxicity (counter line); Potency, µM (top dose mostly 46.1 µM), without a hit: at the top dose activity, negative = toxicity, hits mostly cytotoxic; 360,000 tested, 2% active; AID 686971; HT-1080 IDH1 knockdown viability, ATP luminescence, 48 h;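 also: potency is read from the fitted curve at half-maximal effect; 0% = DMSO wells and -100% = cell-free medium wells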
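Cytotoxicity counter-line: IDH1KD HT-1080, 48 h, CellTiter-Glo. Curves classed by r2, magnitude and activity.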
MCF10A rereplic = DNA re-replication induction in MCF 10a cells; 350,000 tested, 2.9% active; MCF 10A DNA re-replication, Hoechst nuclear intensity, 48 h; Potency, µM (highest dose often 46.1 µM), without a hit: top-dose activity, positive = re-replication, most hits filed as activators; also: potency is read from the fitted curve at half-maximal effect; % of control where 0% means no effect; nearly all actives have a fitted effect of over 50% in size
KB-3-1 cytotox = KB-3-1 parental cell cytotoxicity; KB-3-1 viability, CellTiter-Glo ATP luminescence, 72 h; Potency, µM (series often up to 46.1 µM), without a hit: top-dose activity change, negative = cytotoxic, most hits filed as cytotoxic; 400,000 tested, 1.4% active; AID 1347075; also: potency is read from the fitted curve at half-maximal effect; % is scaled to controls: 0 for no effect and ±100 for the full control effect; nearly all actives have a fitted effect of over 60% in size
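Cells are dispensed, compounds pinned in, plates held at 37 °C for 72 h, then CellTiter-Glo is added and luminescence read after 10 minutes. Cell line: parental KB-3-1 in phenol-red-free DMEM, 10% FBS.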
HT1080NT lethal = kills 2HG-producing HT-1080-NT fibrosarcoma cells; AID 686970; Potency, µM (highest dose often 46.1 µM), for the others: at the highest dose activity, negative = less viability, usual class: cytotoxic; 360,000 tested, 1.6% active; HT-1080-NT fibrosarcoma viability, CellTiter-Glo ATP luminescence, 48 h;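 also: NT is the 2HG producing partner of a matched IDH1 knockdown line; potency is read from the fitted curve at half-maximal effect; 0% = DMSO-treated cells and -100% = media-only wells without cells; nearly all actives have a fitted effect of over 55% in size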
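Toxicity toward the 2HG-producing NT line was scored as %Activity, normalised to DMSO and no-cell wells, from CellTiter-Glo luminescence after 48 hours' treatment.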
ATXN2 expr inh = inhibitors of ATXN2 expression; HEK-293 ATXN2-luciferase reporter, luminescence, 24 h; Potency, µM (top dose mostly 57 µM), for inactives: at the highest dose activity change, negative = inhibition, hits mostly inhibitors; 360,000 tested, 0.72% active; AID 1745845; also: potency is read from the fitted curve at half-maximal effect; % is scaled to controls: 0 for no effect and ±100 for the full control effect; nearly all actives have a fitted effect of over 55% in size
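qHTS (up to 57 uM final) was run with 24 h compound exposure of reporter cells at 37 °C. Each well was multiplexed: SteadyGlo luminescence measured ATXN2-luciferase expression after a fluorogenic Gly-Phe-AFC viability readout (25 uM final).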
SW480 rerep = induces DNA re-replication in SW480 colon adenocarcinoma cells. SW480 DNA re-replication, Hoechst DNA content imaging, 48 h. Potency, µM (titrated, usually from 46.1 µM), for inactives: top-dose re-replication activation, actives largely listed as activators. 340,000 tested, 1.8% active; also: potency is read from the fitted curve at half-maximal effect; % of control where 0% means no effect; nearly all actives have a fitted effect of over 55% in size
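Hoechst fluorescence of nuclei (405 nm excitation, 500-530 nm emission) measured by plate-scanning imager after 48 hr compound exposure at 37 C; re-replication scored as increased number of nuclei with elevated intensity.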
ATXN viability = reduces viability in counter-screen for ATXN expression inhibitors; S2 cells (HEK-293 line with an ATXN2-luciferase reporter) viability, CellTiter-Fluor protease fluorescence, 24 h; Potency, µM (highest dose often 56.7 µM), actives largely listed as cytotoxic; 400,000 tested, 0.49% active; AID 651635; also: potency is read from the fitted curve at half-maximal effect; nearly all actives have a fitted effect of over 40% in size
The depositor's hits bear a star; i = inactive; ? = inconclusive; . = not tested or not shown; & = joins results of further samples; [ ] = another dose, or the depositor's remark. Unless noted, calls follow the shape of the dose curve; as a rule, active = well fitted curve in the direction sought with a large enough effect; inconclusive = small, poorly fitted or top-dose-only effect, or another doubt; inactive = no such curve, though single readings can be large; an effect the other way counts as inactive or inconclusive.

SMILES	IL1B secr inh	HepG2 viability	HT1080 IDH1KD tx	MCF10A rereplic	KB-3-1 cytotox	HT1080NT lethal	ATXN2 expr inh	SW480 rerep	ATXN viability
Cc1ccc2occ(CN3CCN(c4ccccc4)CC3)c(=O)c2c1	13	-18%	?	?	-1%	-6%	1%	-3%	i
CC(C)Oc1ccc(C(=O)NCCNC(=O)c2ccco2)cc1	3	22%	9%	3%	14%	15%	40%[activator]	-7%	i
Cc1cc(=O)oc2cc(OCCc3ccccc3)ccc12	23	-20%	?	10%	21µM*	?	152%[activator]	-2%	i
CCCCNC(=O)O[C@@H]1C[C@H]2CCC(=O)N3CC[C@@H](C1)[C@@H]23	-6	3%	10%	-3%	0%	15%	6%	-19%	i
Brc1ccc(-c2csc3[n+]2CCCCC3)cc1	7	0%	-21%	16%	?	-3%	-14%	-2%	i
NC(=O)CSc1nc2ccccc2n1-c1ccccc1	15	6%	-5%	-10%	-9%	0%	-1%	4%	i
CN(CC(=O)Nc1ccccc1Cl)C(=O)COC(=O)c1nc(Cl)ccc1Cl	6	4%	-1%	-2%	-3%	8%	3%	-1%	i
CC(Oc1ccc(Cl)cc1Cl)C(=O)Nc1ccc2oc(-c3ccncc3)nc2c1 (configuration not stated)	17	-16%	-9%	9.2µM*	?	-4%	-32%	?	i
COc1cccc(NC(=O)Nc2ccccc2C(N)=O)c1	-2	-6%	1%	-1%	17%	4%	-2%	-10%	?
COc1ccc(CCNC(=O)CCc2c(C)nc3c(-c4ccc(F)cc4)c(C)nn3c2C)cc1OC	.	9%	.	.	-9%	.	8%	.	i
CCOC(=O)c1oc2ccccc2c1NC(=O)COc1ccc(F)cc1	15	-27%	-1%	?	-2%	4%	-12%	-3%	i
CCn1c2ccccc2c2n[nH]c(=S)nc21	-2	-4%	0%	-2%	?	13%	.	-34%[inhibitor]	i
COc1cc(/C=N\NC(=O)c2ccc(-c3ccccc3)cc2)cc(Br)c1O	i	-15%	0%	?	0%	-12%	2%	?	i
CC1(C)CC(=O)C=C(NCCO)C1	17	16%	3%	?	1%	7%	3%	3%	i
Cc1ccc(S(=O)(=O)Oc2ccccc2/C=N/NC(=O)c2nn(C)cc2[N+](=O)[O-])cc1	?	-1%	4%	5%	-11%	2%	-6%	-5%	?
C/C(=N\NC(=O)c1cccc(S(=O)(=O)Nc2ccc(C)cc2C)c1)c1ccncc1	-5	-42%	-1%	0%	1%	-1%	13%	-5%	i
CCOC(=O)c1nnn(-c2nonc2N)c1-c1cccc2ccccc12	22	-15%	?	?	-3%	-23%	-3%	2%	i
COc1cc(/C=C/C(=O)OCC(=O)NC(=O)NC2CCCCC2C)ccc1OC(F)F (configuration not stated)	-9	-15%	-3%	1%	6%	-1%	1%	-5%	i
O=C1COc2ccc(C(=O)COC(=O)c3nc(Cl)ccc3Cl)cc2N1	2	-10%	-2%	-1%	-16%	-1%	-12%	-1%	i
Cc1ccc(CCNC(=O)CN(C)S(=O)(=O)c2cnc[nH]2)cc1	-17	-6%	3%	0%	13%	5%	3%	-3%	i
CCOC(=O)c1c(C)[nH]c(C(=O)COc2ccc3c(c2)OCO3)c1C	-27	-15%	-15%	-3%	6%	-8%	21%	0%	i
COc1ccccc1C1C2=C(N=c3s/c(=C/c4cccc(OCC(=O)O)c4)c(=O)n31)c1ccccc1CC2 (configuration not stated)	5	-1%	?	?	7%	?	-3%	0%	i
Cc1cc2c(ncn2Cc2ccccc2)c(NS(C)(=O)=O)c1C	37	-9%	-4%	0%	-6%	-13%	-38%	-5%	i
Clc1cccc(OCCCCCN2CCOCC2)c1	-8	-14%	2%	?	0%	-11%	-6%	11%	i
O=C(NC1CCN(C(=O)c2ccccc2Br)CC1)c1ccccc1	-7	3%	21%	-2%	-1%	12%	-4%	-4%	i
O=C(CSCC(=O)N1CCCCC1)Nc1nc(-c2cccs2)cs1	24	-23%	-2%	18%	-1%	3%	10%	-5%	i
CCOC(=O)C1CCCN(C(=S)NC(=O)c2cc(Br)ccc2Cl)C1 (configuration not stated)	28	10%	12%	7%	-17%	14%	-4%	16µM*	i
Cc1ccccc1C(=O)O[C@H]1[C@H](Cc2ccccc2)NS(=O)(=O)[C@H]2CC3C=C[C@]12O3	2	-17%&50%	-7%	?	-3%&-4%	0%	1%	1%	i
Cc1cc(C(=O)N/N=C/c2ccccc2Br)no1	-18	-1%	5%	4%	2%	17%	34%	-3%	i
CCCCN(C(=O)CCC(=O)O)C1CC(=O)N(c2ccc(OCCC)cc2)C1=O (configuration not stated)	-7	16%	16%	-5%	-4%	23%	5%	-3%	i
CCCCCn1c(=O)[nH]c2cc(C(=O)NCCCN3CCC(C)CC3)ccc2c1=O	-17	-39%	-9%	?	-22%	-1%	1%	?	i
COc1cc(NC(=O)c2cccs2)c(OC)cc1NC(=O)CCn1nnc2ccccc21	-7	4%	0%	-4%	4%	-4%	3%	-8%	i
O=C(N/N=C/c1ccco1)C1CC(=O)N(c2ccccc2)C1 (configuration not stated)	-21	8%	11%	5%	4%	4%	-5%	-7%	i
Cc1c(C(=O)N2CC(C)OC(C)C2)oc2ccccc12 (configuration not stated)	-20	7%	-1%	-10%	0%	5%	8%	-8%	i
O=C(CCCN1C(=O)c2cccc3cccc(c23)C1=O)N1CCN(c2ncccn2)CC1	?	-3%	11%	-4%	0%	7%	.	-19%	i
Cc1cccc(-n2ncc3c2CCCC3NC(=O)C2(C(N)=O)CC2)c1C (configuration not stated)	12	-16%	?	5%	?	-14%	-23%	5%	i

Whole records, quoted from the list.
Cc1ccccc1C(=O)O[C@H]1[C@H](Cc2ccccc2)NS(=O)(=O)[C@H]2CC3C=C[C@]12O3 is listed as IL1B secr inh: 2; HepG2 viability: -17%&50%; HT1080 IDH1KD tx: -7%; MCF10A rereplic: ?; KB-3-1 cytotox: -3%&-4%; HT1080NT lethal: 0%; ATXN2 expr inh: 1%; SW480 rerep: 1%; ATXN viability: i
Cc1c(C(=O)N2CC(C)OC(C)C2)oc2ccccc12 (configuration not stated) is listed as IL1B secr inh: -20; HepG2 viability: 7%; HT1080 IDH1KD tx: -1%; MCF10A rereplic: -10%; KB-3-1 cytotox: 0%; HT1080NT lethal: 5%; ATXN2 expr inh: 8%; SW480 rerep: -8%; ATXN viability: i

Later entries.
SMILES	IL1B secr inh	HepG2 viability	HT1080 IDH1KD tx	MCF10A rereplic	KB-3-1 cytotox	HT1080NT lethal	ATXN2 expr inh	SW480 rerep	ATXN viability
CC(c1ccc(O)cc1)(c1ccc(O)cc1)c1ccc(CCBr)cc1	1	-9%	-18%	-2%	0%	?	.	-5%	i
COc1ccc(CN(CC(=O)NCc2ccc(F)cc2)C(=O)CCC(=O)Nc2nccs2)cc1	-11	-23%	?	-32%[inhibitor]	4%	-26%	-8%	-16%	i
CCOC(=O)c1c(NC(=O)CSc2nnc(CNc3ccc(F)cc3)o2)sc(C)c1C	0	-23%	-12%	?	-3%	0%	2%	-2%	i
COc1ccccc1N1C(=O)c2ccc(C(=O)Nc3cccc(C(C)=O)c3)cc2C1=O	0	4%	9%	-3%	10%	-2%	10%	-12%	i
O=C(CN1C(=O)NC2(CCc3ccccc32)C1=O)NCC(F)(F)F (configuration not stated)	38	-6%	24%	-2%	4%	18%	15%	-5%	i
O=C(NCc1cccs1)c1cccc(Nc2nc3ccc(Br)cc3[nH]2)c1	-3	-31%	-7%	?	2%	2%	-6%	12%	i
COc1ccc(-c2noc(CSc3nnc(C)n3-c3ccc(C)c(C)c3)n2)c(OC)c1	.	-37%	.	.	-4%	.	-30%	.	i
Cc1cc(C)nc(NS(=O)(=O)c2ccc(NC(=O)c3cc(=O)c4ccc(C)c(C)c4o3)cc2)n1	.	1%	.	.	0%	.	5%	.	i
O=C(NOCc1ccccc1)c1ccc([N+](=O)[O-])cc1	5	4%	27%	-1%	4%	11%	0%	-6%	i
O=C(Nc1ccc(O)cc1)c1ccc2c(c1)C(=O)N(Cc1ccco1)C2=O	3	-9%	4%	1%	-2%	-3%	-10%	11%	i
CCc1ccc(OCC(=O)OCC(=O)c2c(N)n(C)c(=O)n(C)c2=O)cc1	8	-14%	10%	7%[9.22 µM]	12%	-6%	2%	?	i
NC(=O)c1cc(Br)cc2c3c([nH]c12)CCCC3	-81*	-29%	?	?	8.2µM*	?	-15%	?	i
O=C(/C=C/c1ccc(Br)cc1)NC(=S)NNC(=O)c1ccco1	39	0%	15µM*	?	-16%	16µM*	-25%	?	i
Cc1cc2ncn(S(=O)(=O)c3ccc(S(=O)(=O)N4CCCCCC4)cc3)c2cc1C	25	-4%	?	-5%	-14%	6%	-7%	11%	i
Cn1c2ccccc2c2ncn(CCN3CCOCC3)c(=O)c21	27	-17%	-16%	11%	5%	-5%	1%	-2%	i
CCOC(=O)CSc1nnc(CNC(=O)c2cccc(C)c2)n1-c1ccccc1OC	-7	9%	-5%	4%	-3%	0%	0%	-2%	i
COc1cc(C(=O)NC(=S)Nc2ccc(Cl)c(C(=O)O)c2)cc(OC)c1OC	9	5%	1%	?	4%	1%	5%	-6%	i
CCOc1ccc(OCC)c(NC(=O)C2CCCN(S(=O)(=O)c3ccc(C)cc3)C2)c1 (configuration not stated)	18	-6%&-16%	-5%	4%	-4%	4%	-4%	-1%	i
O=C(O)c1cc2ccccc2c2c1C(=O)c1ccccc1-2	17	-2%	-15%	.	-27%	-3%	.	.	i
NNc1nc(-c2ccccc2)nc(-c2ccccc2)c1Br	-2	-1%	-1%	1%	1%	9%	.	?	i
CC(=O)NC(C)(c1ccccc1)c1nc(-c2cccc(C(F)(F)F)c2)cs1 (configuration not stated)	-26	-34%	0%	.	0%	?	-38%	.	?
Cc1csc(NC(=O)CSc2nncc(=O)n2N)n1	22	-4%	13%	10%	-3%	6%	34%	0%	i
CCNC(=S)NNC(=O)c1ccccn1	82	-46%	-25%	21%	-3%	1%	-30%	-324%[inhibitor]	i
